# IkB sig inh: inhibitors of IkB signaling in ABC-DLBCL cells. ABC-DLBCL IkBa-CBG/CBR dual luciferase ratio, 4 h; response scale: scaled: untreated 0%, proteasome inhibitor 100%. Potency, µM (doses to about 57.1 µM), inactives show at the highest dose IkBa stabilization activation. 110,000 tested, 0.04% active. AID 445; active = well fitted curve in the direction sought with a large enough effect in the signal ratio, not every such curve was filed as active; inconclusive = small, poorly fitted or top-dose-only effect, or a change in a side signal; the % refers to the signal ratio;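 also: the direction sought is a rising ratio; 0% = basal untreated cells and 100% = reference inhibitor full response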
#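 In this assay, an IκBα–CBG68 fusion accumulates when IKK-driven degradation is blocked; native CBR normalizes for cell number. OCI-Ly3 cells were treated 4 h with compound and doxycycline, then green and red light read after Chroma-Glo addition.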
# p53ts 32C tox: p53ts cell cytotoxicity, permissive temperature | Potency, µM (top dose mostly 46.1 µM), for inactives: at the top dose activity change, negative = cytotoxicity, most hits filed as cytotoxic | H1299-p53A138V at 32C, ATP luminescence viability, 24 h | 130,000 tested, 0.93% active | AID 924;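 also: 0% = DMSO and -100% = full killing by reference compound; nearly all actives have a fitted effect of over 55% in size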
#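 ATP-content luminescence (ATPlite) read-out after 24 h compound exposure at 32C in H1299-p53A138V cells (600/well). Tested up to 46 uM. Normalized to DMSO (0%) and 100 uM tamoxifen (100% killing); Hill-fit AC50.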
# p53ts 39C kill: kills p53ts cells at the nonpermissive temperature | H1299-p53A138V viability at 39C, ATP luminescence, 24 h | Potency, µM (highest dose often 46.1 µM), inactives show top-dose activity change, negative = cell killing, hits mostly cytotoxic | 130,000 tested, 1.5% active | AID 902; also: nearly all actives have a fitted effect of over 55% in size
# Imprint erasure: induces erasure of genomic imprints in mouse ES cells. 110,000 tested, 0.02% active. Potency, µM (titrated, usually from 60.7 µM), without a hit: top-dose activity change, positive = activation, usual class: activators. mouse ES Peg3-LacZ reporter, beta-gal luminescence, 40 h. AID 1948;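 also: 0% = negative control wells on the plate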
#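 Gelatin-coated wells received 300 freshly trypsinized female ES cells with a Peg3LacZ-Neo reporter on the maternal allele, then incubated 40 hours at 37C. BetaGlo was added for 5 minutes at room temperature before a single luminescence read.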
# Starred values were filed as active, the others as inactive; ? = inconclusive; . = no result given; & = joins results of further samples; [ ] = remark or other dose. Unless noted, calls follow the shape of the dose curve; as a rule, active = well fitted curve in the direction sought with a large enough effect; inconclusive = small, poorly fitted or top-dose-only effect, or another doubt; inactive = no such curve, though single readings can be large; an effect the other way counts as inactive or inconclusive. Unless noted, % is scaled to controls: 0 for no effect and ±100 for the full control effect; potency is read from the fitted curve at half-maximal effect.
canonical_smiles	IkB sig inh	p53ts 32C tox	p53ts 39C kill	Imprint erasure
CN(C)Cc1ccccc1-c1ccc2ncnc(NC3CC3)c2c1	-4.9%[11.4 µM]	-4%	-2%	-14%
CCn1nnnc1SCC(=O)c1ccc(C)cc1	.	3%	18%	.
CCc1ccc(NC(=O)CC2C(=O)N(c3cccc(C)c3)C(=O)N2CCC(C)C)cc1 (centres undefined)	?	-3%	-16%	16%[10.9 µM]
CCCCCCNS(=O)(=O)c1nc2nc(C)cc(C)n2n1	6.9%	4%	-1%	-7%
COc1ccc(Br)cc1C(=O)Nc1ccc(N2CCN(S(C)(=O)=O)CC2)cc1	0.0%	4%	-5%	-11%
CCn1c(SCC(=O)Nc2ccc(OC)cc2)nnc1-c1ccco1	.	3%	19%	.
CC(C)c1ccc(NC(=O)c2cc(S(=O)(=O)NC3CCCCC3)ccc2F)cc1	?	?	-22%	28%[10.9 µM]
Cc1nc2c3ccccc3n(CC#N)c(=O)n2n1	0.4%	6%	8%	-4%
COc1ccc(-c2noc(CSc3nnc(-c4ccncc4)n3-c3ccc(C)cc3)n2)cc1	?	1%	-12%	8%[10.9 µM]
CCOC(=O)c1cnc2ccc(Cl)cc2c1N1CCN(C)CC1	-2.5%	4%	5%	-9%
CCc1ccc(NC(=O)CC2C(=O)N(c3ccc(C)cc3)C(=O)N2C2CCCC2)cc1 (centres undefined)	0.0%	-2%	-16%	-8%[10.9 µM]
Cc1ccc(C(=O)n2nc(C)c(S(=O)(=O)N3CCOCC3)c2C)cc1	6.1%	-8%	-6%	15%[10.9 µM]
Cc1cc(C)cc(NC(=O)CN2C(=O)COc3ccc(S(=O)(=O)Nc4ccccc4)cc32)c1	?	14%	-3%	-7%[10.9 µM]
Cn1c(COc2ccc(Cl)cc2)nnc1SCc1ncc(-c2ccccc2)o1	?	-3%	-10%	-14%
CCCCOc1ccc(C(C)(O)CCN2CCOCC2)cc1 (centres undefined)	-0.3%	-10%	-1%	-5%
O=S(=O)(c1ccccc1)n1nc(-c2ccco2)nc1NCc1ccccc1	?	2%	-16%	-8%[10.9 µM]
CN(C)C(=O)c1ccc(-c2cc(NCc3cccnc3)ncn2)cc1	-0.2%[11.4 µM]	5%	1%	-11%
COc1cccc(-c2nc(CS(=O)(=O)CC(=O)Nc3cc(F)ccc3F)c(C)o2)c1	-1.9%	-3%	-10%	11%[10.9 µM]
COc1cc(C(=O)NC2CC3CCCC(C2)N3C2CC2)cc(OC)c1OC (centres undefined)	-0.2%	0%	4%	-6%
O=C1CC(=O)N(Cc2cccs2)C(=O)N1	4.6%	4%	1%	.
Cc1cc(=O)cc(C)n1-c1ccc2c(c1)nc(C)n2-c1ccccc1	1.2%	-29%	-20%	-6%
CN(C)S(=O)(=O)Nc1ccc2c(c1)OCO2	-0.3%	-1%	9%	-3%
COc1ccc(NC(=O)CN2C(=O)C(C)(C)c3ccccc32)cc1Cl	?	14%	-25%	-7%[10.9 µM]
COc1cc(C(=O)NCC(c2ccc3c(c2)OCO3)N2CCOCC2)cc(OC)c1OC (centres undefined)	-2.6%	0%	-3%	13%[10.9 µM]
Cc1cccc2sc(NC(=O)CCNS(=O)(=O)c3cccs3)nc12	?	-16%	-12%	-30%

# Structural class, the compounds so far containing an aryl thioether with sulfur outside any ring
canonical_smiles	IkB sig inh	p53ts 32C tox	p53ts 39C kill	Imprint erasure
CCn1nnnc1SCC(=O)c1ccc(C)cc1	.	3%	18%	.
CCn1c(SCC(=O)Nc2ccc(OC)cc2)nnc1-c1ccco1	.	3%	19%	.
COc1ccc(-c2noc(CSc3nnc(-c4ccncc4)n3-c3ccc(C)cc3)n2)cc1	?	1%	-12%	8%[10.9 µM]
Cn1c(COc2ccc(Cl)cc2)nnc1SCc1ncc(-c2ccccc2)o1	?	-3%	-10%	-14%

# (next part)
canonical_smiles	IkB sig inh	p53ts 32C tox	p53ts 39C kill	Imprint erasure
CCCCOc1ccc(C(=O)N(Cc2ccc(C(C)C)cc2)C2CCS(=O)(=O)C2)cc1 (centres undefined)	?	10%	-23%	-7%[10.9 µM]
N#CCCn1c(=O)cnc2cnc(N3CCOCC3)nc21	-1.8%[11.4 µM]	-5%	?	.
CC1CCc2nn(CC(=O)N3CCN(C(=O)c4ccco4)CC3)cc2C1 (centres undefined)	1.3%	-3%	-4%	-8%
O=C(c1c(O)c2ccccc2oc1=O)C1CCC1	?	-3%	-13%	3%
O=C(NCc1ccccc1)c1cc2sccc2n1Cc1ccc(F)cc1	?	-7%	-16%	-13%[10.9 µM]
O=S(=O)(Nc1cccc(-c2ccc(N3CCOCC3)nn2)c1)c1cc(C(F)(F)F)ccc1Cl	1.4%	?	-25%	12%[10.9 µM]
O=C(CSc1nnnn1-c1ccccc1)CC(=O)Nc1ccc(Cl)cc1	?	25%	24%	-19%
Cn1c(=O)c2c(nc(-n3ccnc3)n2Cc2ccccc2)n(C)c1=O	1.3%	5%	9%	14%
COC(=O)c1c(N)n(-c2ccc(N3CCOCC3)cc2)c2nc3ccccc3nc12	0.9%	8%	10%	-3%
CN(C)Cc1ccccc1-c1nccc(NCc2cccs2)n1	1.9%[11.4 µM]	1%	-4%	-12%
COc1ccccc1OCCCn1cc(C#N)c2ccccc21	-0.5%	-1%	6%	-16%
O=C(CSc1nnc(CNC(=O)C23CC4CC(CC(C4)C2)C3)n1-c1ccccc1)Nc1ccc(F)cc1	.	0%	0%	.
Cc1cc(-c2ccc(S(=O)(=O)Nc3ccc(Br)c(C)c3)s2)on1	?	27%	-22%	14%[10.9 µM]
Cc1nnc(SCC(=O)NC(C)c2ccccc2)[nH]c1=O (centres undefined)	0.2%	4%	6%	4%
CCCOc1ccc2oc(=O)c3c(c2c1)CCCN3C(=O)CN(C)Cc1ccccc1	?	-4%	-13%	-22%
COc1ccc(CCNC(=O)Cc2nn(C)c(=O)c3ccccc23)cc1OC	-4.4%	-2%	8%	-26%
COc1ccccc1N(CC(=O)NCc1ccccn1)S(C)(=O)=O	-0.2%	-5%	4%	-3%
CC(=O)Nc1ccc(N2C(C(C)=O)=NN(c3ccc(Cl)cc3)C2c2sccc2C)cc1 (centres undefined)	.	-23%	10%	.
COC(=O)[C@@H]1C[C@@]2(O)[C@H](O)[C@H](O)[C@H](O)C[C@H]2N1CC1CCCCC1	.	-4%	-7%	2%
O=c1[nH]c2cc(C(F)(F)F)ccc2n1-c1cc(C(F)(F)F)ccc1O	6.1%	-8%	10%	-9%
COc1ccc(-c2[nH]ncc2-c2ccc3c(c2)OCCO3)c(O)c1	?	14%	-8%	-11%
O=C(CSc1nnnn1Cc1ccccc1)N1CCN(c2ccccc2)CC1	-0.5%	0%	8%	-12%
Cn1c(/C(C#N)=N/O)nc2ccccc21	.	12%	6%	.
CCOC(=O)CNC(=O)Cn1cnc2sc(C)c(S(=O)(=O)N3CCC(C)CC3)c2c1=O	0.0%	-4%	-4%	-10%
Cc1cccc(-c2nc3ccccc3c3nncn23)c1	-5.0%	4%	7%	-6%

# One compound at a time (already shown). Order of values: IkB sig inh, p53ts 32C tox, p53ts 39C kill, Imprint erasure
# Results for N#CCCn1c(=O)cnc2cnc(N3CCOCC3)nc21 : -1.8%[11.4 µM], -5%, ?, .
# Results for O=C1CC(=O)N(Cc2cccs2)C(=O)N1 : 4.6%, 4%, 1%, .

# Continued:
canonical_smiles	IkB sig inh	p53ts 32C tox	p53ts 39C kill	Imprint erasure
Cc1ccc(O)c(-c2cc3ccccc3[nH]2)c1	1.1%	6%	-13%	-16%
CCCCc1c(O)c2ccccc2[nH]c1=O	-0.2%	3%	26%	-2%
CC(=O)Nc1ccc(NS(=O)(=O)c2cc(C)sc2C)cc1	0.3%	-8%	-11%	-10%
CCn1cc(C(=O)NCCN(CC(C)C)CC(C)C)c(=O)c2cc(S(=O)(=O)N(C)C3CCCCC3)ccc21	-0.5%	4%	8%	-5%[10.9 µM]
Cc1cc(C)cc(NC(=O)Cn2ncn3c(cc4ccccc43)c2=O)c1	0.3%	7%	4%	2%
COc1ccc(Nc2cc(C)nc3ncnn23)c(OC)c1	4.3%	7%	-4%	-16%
Cc1ccc(Cl)cc1N(C)C(=O)c1cnc(N2CCOCC2)c2ccccc12	0.3%	-3%	-20%	-6%[10.9 µM]
CC(=O)N1CCCc2cc(S(=O)(=O)N(C)CC(=O)Nc3cccc(Cl)c3C)ccc21	?	-6%	-32%	-6%[10.9 µM]
CN1CC(=O)NC1=NC(=O)C12CC3CC(CC(C3)C1)C2	?	4%	-12%	-18%
CCOC(=O)c1ccc(NC(=O)NCCOCCn2c(=O)oc3ccccc32)cc1	?	-3%	-13%	-12%[10.9 µM]
O=C(CSc1nnc(CNC(=O)c2cccs2)o1)c1ccc(Cl)cc1	?	3%	-4%	-9%
COC(=O)c1ccc(Cl)c(NC(=O)CN2CCOCC2)c1	0.1%	6%	2%	-15%
Cc1ccc(S(=O)(=O)N2CCC(C(=O)NCc3ccccc3Cl)CC2)cc1	?	4%	3%	-14%[10.9 µM]
Cn1c(SCC(=O)NCc2ccc3c(c2)OCO3)nnc1-c1cccs1	-0.3%	11%	1%	-6%
COc1ccc(-c2nc(CCNC(=O)c3cc(OC)c(OC)c(OC)c3)cs2)cc1	?	-4%	-30%	-5%[10.9 µM]
CCOc1ccc(NC(=O)CSc2nc3cccnc3n2CCOC)cc1	0.0%	-5%	-6%	-12%
COc1ccc(-c2csc(NC(=O)COC(=O)Cc3ccc(Cl)cc3Cl)n2)cc1	.	?	-11%	.
COC(=O)[C@H](CCSC)NC(=O)Nc1ccc(C(C)C)cc1	-0.1%	0%	1%	-9%
Cc1ccccc1-c1cncnc1NC1CCNCC1	-1.7%[11.4 µM]	0%	-6%	?
CC(=Nc1ccc(O)cc1)c1sc2ccccc2c1O	?	?	?	-65%[inhibitor]
c1ccc2c(c1)OCC(CNc1ncnc3nc[nH]c13)O2 (centres undefined)	2.2%	11%	9%	-15%
COc1ccccc1-c1nnc2n1N=C(C(C)(C)C)CS2	0.1%	10%	16%	-15%
CCNc1ncc2ncc(=O)n(Cc3ccc(F)cc3)c2n1	-1.1%[11.4 µM]	24%	-4%	-9%
Cc1cccc(NC(=O)CSc2ncc(-c3ccccc3)[nH]2)c1C	?	-14%	9%	-10%[10.9 µM]
O=C(O)C1CC(c2ccccc2F)=NO1 (centres undefined)	0.8%	9%	2%	0%

# Remaining list, next part
canonical_smiles	IkB sig inh	p53ts 32C tox	p53ts 39C kill	Imprint erasure
Cc1ccc(-c2nnc3ccccc3c2C(=O)Nc2ccc(F)cc2)cc1	?	-3%	-25%	16%[10.9 µM]
CCn1c(SCc2nc3ccccc3s2)nnc1-c1cccs1	?	3%	-6%	-16%
CN1C(=O)CC(N2CCC(c3nc4ccccc4s3)CC2)C1=O (centres undefined)	5.8%	-9%	17%	-6%
COc1ccccc1N1CCN(C(=O)c2nn(-c3ccccc3OC)c(=O)c3ccccc23)CC1	3.9%	2%	2%	-18%
C=CCn1c(Sc2nnc(C)s2)nc2c1c(=O)[nH]c(=O)n2C	-1.6%	-2%	-1%	7%
Cn1c(=O)oc2cc(S(=O)(=O)N3CCOCC3)ccc21	-0.9%	0%	7%	11%
CC[C@H](NC(=O)c1c(C)c(-c2ccccc2)nc2ccccc12)c1ccccc1	?	32%[activator]	43%[activator]	-22%&-24%
Cc1nnc2n1N=CC=C(c1ccccc1)S2	1.8%	21%	25%	-9%
O=C(CC1SC(=Nc2ccccc2)N(CCCCO)C1=O)NCc1ccccc1 (centres undefined)	1.3%	1%	2%	4%
Cc1cccc(NC(=O)c2sc(C)nc2C)c1	.	?	?	.
CCN1CCN(C(=O)N[C@H](C(=O)N[C@@H]2C(=O)N3C(C(=O)O)=C(CSc4nnnn4C)CS[C@@H]23)c2ccc(O)cc2)C(=O)C1=O	-0.9%[25.6 µM]	-24%[20.6 µM]	4%[20.6 µM]	-8%[16.8 µM]
CCCSc1nc(-c2ccc(OC)cc2)cc(-c2ccccc2OC)c1C#N	5.1%	11%	13%	-14%[10.9 µM]
CCCC(=O)N(c1ccc2oc3c(c2c1)CCCC3)S(=O)(=O)c1ccc(CC)cc1	?	5%	10%	-8%[10.9 µM]

# Screens: PubChem BioAssay, National Center for Advancing Translational Sciences (NCATS)
